HSP90 inh – blocks HSP90-mediated luciferase refolding in reticulocyte lysate | 290,000 tested, 0.91% active | AID 1789 | inhibition, % at 5.6 µM | Rabbit reticulocyte lysate, luciferase refolding luminescence, 3 h;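 active means inhibition above the screen-wide mean plus 3 SD, computed separately per campaign, cut at about 16% in these data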;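 further: 0% = DMSO wells and 100% = 60 µM geldanamycin wells; inhibitors lower the luminescence because luciferase stays unfolded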
AI-2 QS mod – Vibrio harveyi AI-2 quorum sensing modulation. Vibrio harveyi JMH597 AI-2 luminescence/OD600 ratio, 9 h; active compounds read low; strain lacks LuxN and CqsS sensors; 0 = neutral-control median. AID 2094. activity change, % at 7.5 µM. 300,000 tested, 0.4% active; in the data active means activity change below about -75%, passing the limit was not always enough;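 further: luminescence divided by OD600 gain over 9 h not by final OD600 alone; inactives centre near 13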
GSK3B inh – inhibitors of human GSK3beta kinase; activity score (negative = inhibition), % at 10 µM; AID 2097; 300,000 tested, 0.038% active; P49841; GST-GSK3beta kinase, ADP-Glo luminescence, 60 min; active compounds read low;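 active means more than half of replicate wells score below -50%, meaning over 50% inhibition versus plate controls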;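 further: 0% = median DMSO wells and -100% = median GW8510 positive control wells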
Target sequence (P49841 whole entry, looked up): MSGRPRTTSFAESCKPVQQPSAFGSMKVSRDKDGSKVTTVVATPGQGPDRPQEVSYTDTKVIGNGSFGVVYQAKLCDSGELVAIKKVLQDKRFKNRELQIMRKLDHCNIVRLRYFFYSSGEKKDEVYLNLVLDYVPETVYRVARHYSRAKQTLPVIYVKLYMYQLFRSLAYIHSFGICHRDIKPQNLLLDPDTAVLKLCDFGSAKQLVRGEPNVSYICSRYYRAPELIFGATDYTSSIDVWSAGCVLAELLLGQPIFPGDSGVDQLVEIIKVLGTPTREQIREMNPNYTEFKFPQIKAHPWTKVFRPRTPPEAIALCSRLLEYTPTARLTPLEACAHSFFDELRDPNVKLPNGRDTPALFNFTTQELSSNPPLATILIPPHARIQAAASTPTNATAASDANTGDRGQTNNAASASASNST
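test system = GST-tagged human GSK3beta kinase, cell-free | reagent = 25 µM ATP with peptide substrate | dosing = one dose of 10 µM per compound | schedule = 60 min reaction, RT | detection = luminescent ADP-Glo measurement of ADP formed | control set = DMSO neutral wells and GW8510 at 20 µM as positive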
Platelet DG rel – platelet dense granule release activity. human platelet-rich plasma, SFLLRN dense granule ATP release, luminescence. inhibition, %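 (compounds screened at 7.5 µM in platelet-rich plasma)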. 300,000 tested, 0.22% active;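 active means mean replicate score, as percent of positive control, at or above 50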
HDAC3 inhib – blocks human histone deacetylase 3; O15379; recombinant HDAC3, fluorogenic peptide/trypsin coupled, fluorescence; inhibition, % at 8.3 µM; 320,000 tested, 0.15% active; in the data active means inhibition above about 26%, passing the limit was not always enough
Target sequence (O15379 whole entry, looked up): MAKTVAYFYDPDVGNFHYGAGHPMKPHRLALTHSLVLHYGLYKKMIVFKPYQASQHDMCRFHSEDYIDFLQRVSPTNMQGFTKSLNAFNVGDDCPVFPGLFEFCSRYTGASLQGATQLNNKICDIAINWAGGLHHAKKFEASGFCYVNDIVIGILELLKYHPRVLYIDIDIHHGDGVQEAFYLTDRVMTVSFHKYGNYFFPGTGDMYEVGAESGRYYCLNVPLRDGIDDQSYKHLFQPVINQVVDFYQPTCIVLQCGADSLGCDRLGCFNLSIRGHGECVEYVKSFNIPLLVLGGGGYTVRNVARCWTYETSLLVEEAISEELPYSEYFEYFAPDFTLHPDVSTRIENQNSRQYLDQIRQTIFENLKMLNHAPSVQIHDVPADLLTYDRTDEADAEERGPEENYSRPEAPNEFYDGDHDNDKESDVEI
Dyrk1A ADPGlo – Dyrk1A (rat) kinase inhibition | Q63470 | ADP-Glo luminescence, NFATc1 peptide | inhibition, % at 12.5 µM | 310,000 tested, 0.43% active | AID 504441; in the data active means inhibition above about 50%;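 further: plate controls were vehicle with enzyme for no effect and no enzyme for full effect; many of its hits are not listed in these tables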
HSF1 inh – HSF1 inhibition | 300,000 tested, 0.77% active | activity change, negative = inhibition, % at 7.5 µM (by protocol) | NIH3T3-HGL HSE-luciferase, MG132-induced, luminescence 8 h; active compounds read low;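 active means more than half of replicate wells show activity change below -50%, luminescence cut by over half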;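 further: luciferase reports HSF-1 transcriptional activity via heat shock element; 0% = median of DMSO wells and -100% = zero luminescence signal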
HSF1 activator – increases HSF-1 driven luciferase reporter signal; NIH3T3-HGL HSF-1 luciferase reporter, MG132, 8 h; 100% = twice DMSO control signal; 300,000 tested, 1.7% active; activation, % at 9 µM;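 active means mean replicate activation of at least 50% with a set share of replicates each reaching 50%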;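 further: 0% = median of the neutral control wells and 100% = twice that signal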
GSK3A inh – blocks human GSK-3 alpha kinase; P49840; ADP-Glo luminescence, 60 min; inhibition, % at 10 µM; 320,000 tested, 0.1% active; AID 2650;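 in the data active means inhibition above about 50%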;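 further: GST-tagged GSK-3 alpha with peptide substrate and 25 µM ATP; 0% = DMSO neutral wells and 100% = GW8510 positive control wells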
PolyA inhibitor – inhibitors of polyadenylation in S. cerevisiae. 300,000 tested, 0.02% active. calls only at 12 µM. S. cerevisiae SKY197-pL101 polyadenylation reporter, beta-gal luminescence; efflux-impaired pdr1/pdr3 knockout yeast; score 100 = 6 SD above DMSO. AID 1875;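 active means lowest replicate activity score at least 50, where 100 means six control SD above control mean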;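 further: yeast exposed to compound for 9 h at 30 °C; higher score means more reporter readthrough which indicates perturbed polyadenylation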
* = called active by the depositor; i = inactive; x = not tested or not shown. Not all compounds are listed (hit frequency here may not be typical).

SMILES | HSP90 inh | AI-2 QS mod | GSK3B inh | Platelet DG rel | HDAC3 inhib | Dyrk1A ADPGlo | HSF1 inh | HSF1 activator | GSK3A inh | PolyA inhibitor
CCN(CC)C(=O)c1c(NC(=O)c2ccccc2)sc(C)c1C | 9 | 3 | 1 | x | 2 | -4 | -3 | -4 | 4 | i
CCN1C(=O)[C@H]2[C@@H](c3ccc(-c4cccc(Cl)c4)cc3)N[C@@](C)(C(=O)OC)[C@H]2C1=O | x | 31 | -3 | -2 | 12 | -9 | 0 | 1 | -6 | x
Cc1cccc(-n2ncc3c(NC(C)C)ncnc32)c1 | -1 | 7 | 1 | -7 | -16 | 9 | 12 | 36 | 4 | i
N#CCSc1nccc(-c2cc(Cl)sc2Cl)n1 | 1 | -3 | -5 | 14 | -4 | 3 | -1 | -9 | -3 | i
COc1cc(C)ccc1OCc1cc(C(=O)N(Cc2c(C)nn(C)c2C)C2CC2)no1 | -4 | 16 | 3 | -2 | -2 | 3 | 24 | 39 | 0 | i
O=C(Nc1cc(C(F)(F)F)ccc1N1CCCCC1)c1cccc([N+](=O)[O-])c1 | 0 | 15 | 0 | -10 | -4 | -1 | 0 | -2 | -2 | i
COc1ccnc(N=CNOCc2ccc(F)cc2Cl)c1C#N | -4 | 32 | 4 | 17 | -6 | -4 | 9 | -1 | -1 | i
CCOc1cccc(-c2nc3c(s2)CCc2onc(-c4cccc([N+](=O)[O-])c4)c2-3)c1 | x | 8 | 1 | -3 | -6 | -26 | 0 | -5 | -2 | i
CCc1cc(C(=O)Nc2ccc(S(=O)(=O)NC3=NCCCCC3)cc2)sc1C | x | 12 | 2 | 0 | 5 | 2 | 0 | 11 | 2 | i
COc1ccc(/C=C/C(=O)N2CCOCC2)cc1OC | -1 | 16 | 2 | 4 | 1 | x | 0 | 26 | -5 | i
CCCC1(c2ccccc2)NC(=O)NC1=O (stereo not given) | -6 | 27 | 2 | 2 | 3 | 2 | -7 | -8 | -3 | i
O=C(N/N=C/c1sc(N2CCCCC2)nc1-c1cccs1)C1CC1 | 0 | 3 | -2 | -4 | 0 | 0 | 8 | 22 | -1 | i
C=C1N(CCCCCC(=O)O)C(=O)OC12CCCCC2 | 0 | 29 | -5 | 0 | -2 | 3 | -2 | -1 | -3 | i
Cc1nc2ccc(S(=O)(=O)NCC(=O)NCCc3ccc(Cl)cc3)cc2s1 | -3 | 5 | 1 | -1 | 5 | 5 | 8 | 2 | 1 | i
CCCc1cc(=O)oc2cc(OCC(=O)NC3CC(C)(C)NC(C)(C)C3)ccc12 | -6 | 17 | -1 | 0 | 2 | 2 | -5 | 5 | 0 | i
O=C(Nc1c(C(=O)N2CCOCC2)oc2ccccc12)c1ccccc1Cl | 1 | 20 | -2 | 0 | 3 | -3 | -5 | 16 | 1 | i
CC(C)Oc1ccc(C(=O)Nc2ccc(Cl)c(S(=O)(=O)Nc3ccc(Cl)cc3)c2)cc1 | -4 | 35 | 1 | 0 | x | 1 | 7 | -2 | x | i
Cc1oncc1C(=O)NC1CCCCC1 | 1 | -5 | 3 | 5 | -1 | -5 | -12 | -4 | 2 | i
Cc1nn2c(NCCOCCO)c3c(nc2c1-c1ccccc1)CCCC3 | -1 | 17 | 4 | 9 | 8 | 0 | 8 | 5 | -3 | i
CC1=C(OC(=O)C(C)(C)C)C(C)(C)C(c2ccccc2)OC1=O (stereo not given) | 1 | 19 | -2 | -18 | 3 | x | -4 | 10 | -3 | i
O=C(c1ccc(-n2cnnn2)cc1)N1CCN(C(c2ccccc2)c2ccccc2)CC1 | 1 | 16 | 2 | 28 | 15 | 4 | 1 | 2 | x | i
O=C(O)CSc1nnc(-c2ccccc2O)n1Cc1ccccc1 | 0 | 17 | 1 | 0 | 11 | -6 | 1 | -4 | 1 | i
O=C(COc1ccc(S(=O)(=O)N2CCCC2)cc1Cl)Nc1ccc2c(c1)OCO2 | -1 | 29 | -28 | -1 | -1 | 1 | 0 | 0 | -1 | i
O=C(Nn1cnc2ccccc2c1=O)c1ccc(Br)cc1 | 2 | -62 | -3 | -1 | -3 | 3 | 1 | 17 | -1 | i
O=C(O)CCN1C(=O)/C(=C\c2ccncc2)SC1=S | 2 | 16 | 4 | -2 | 5 | 0 | 1 | 16 | 0 | i
CS(=O)(=O)c1ccc(C(=O)OCC(=O)Nc2cccc(S(=O)(=O)N3CCCC3)c2)cc1 | x | 14 | 0 | 8 | -5 | 6 | -3 | -1 | -2 | i
O=C(Nc1ccc(F)cc1)c1cc(S(=O)(=O)N2CCOCC2)cs1 | -3 | 4 | 0 | 5 | 1 | 4 | -6 | 10 | 0 | i
CCC1S/C(=N/N=C/c2ccco2)N(c2ccc(F)cc2)C1=O (stereo not given) | 3 | 16 | 4 | -1 | -15 | 1 | 1 | 7 | -1 | i
COc1ccc(OC)c(NC(=O)c2cnc3n(c2=O)CCS3)c1 | -1 | 5 | -3 | -1 | -1 | 0 | -3 | 3 | -1 | i
COc1ccc(NC(=O)CN(C)C(C)C(=O)NC(=O)NC2CCCCC2)cc1 (stereo not given) | -1 | 44 | -2 | -24 | 4 | -1 | -9 | -8 | 2 | i
CC1(C)CC(O)(CCNCc2ccc3c(c2)OCO3)CCO1 (stereo not given) | 0 | 16 | 1 | -2 | 4 | -5 | 0 | -7 | 4 | i
Cc1cc(C)nc(Nc2n[nH]c(COc3ccccc3)n2)n1 | 3 | 1 | 1 | -21 | -4 | -4 | 1 | 2 | -2 | i
COc1ccc(-n2ncc3c(SCC(=O)NNC(C)=O)ncnc32)cc1 | 7 | 19 | 1 | -4 | x | -6 | 3 | 24 | 2 | i
CC(=O)Nc1ccc(S(=O)(=O)N(CCO)Cc2ccccc2)cc1 | 2 | 21 | 0 | -1 | -1 | 0 | 0 | -2 | -10 | i
Cc1cc(C)cc(NC(=S)N2CCCC2)c1 | -4 | 18 | 1 | x | 7 | -8 | x | x | x | x
CC(=O)Nc1ccc(-c2nnn(CC(=O)c3ccc(F)cc3)n2)cc1Cl | -3 | 1 | -3 | -2 | 4 | 4 | 4 | -4 | 2 | i
Cc1ccc(-n2c(SCC(=O)Nc3ccc4c(c3)OCO4)nnc2-c2ccoc2C)cc1 | -2 | -1 | -1 | -6 | 10 | 2 | 6 | -21 | -1 | i
COC(=O)C1CN(C(=O)COc2ccc(C)c(C)c2)c2ccccc2O1 (stereo not given) | 0 | 15 | -8 | 7 | 2 | -3 | 12 | 20 | -3 | i
Nn1c(SCc2ccc([N+](=O)[O-])cc2)nc2ccccc2c1=O | 2 | -97* | -2 | -5 | -1 | -3 | 20 | 55* | 1 | i
Cc1cc(C)nc(N/N=C/c2ccccc2OCc2ccc([N+](=O)[O-])cc2)n1 | -2 | 2 | -4 | 8 | 2 | -4 | 3 | 20 | -2 | i
Cc1cc(C)nc(NCC(O)CNc2ccccc2C)n1 (stereo not given) | -1 | 20 | 0 | -2 | 11 | -1 | -8 | 2 | -1 | i
COc1ccc(N2CCN(C(=O)C3(S(=O)(=O)c4ccc(C)cc4)CC3)CC2)cc1 | 2 | 24 | -3 | 0 | -2 | 1 | -5 | 2 | 1 | i
O=C(CSc1nc2ccccc2c(=O)[nH]1)N1CCN(c2ccccc2F)CC1 | 0 | 7 | 1 | -5 | -5 | 4 | 0 | -19 | 1 | i
O=C(O)CCCNC(=O)c1ccccn1 | 2 | 14 | 2 | 1 | -5 | -4 | -9 | -11 | -3 | i
COc1cc(OC)cc(C(=O)Nc2nc(-c3ccccc3)c(-c3ccccc3)o2)c1 | -6 | 41 | 1 | 0 | 5 | 4 | 4 | 9 | 1 | i
Cc1ccccc1N1CCN(C2CCCN(C(=O)CCN3CCCCC3=O)C2)CC1 (stereo not given) | -6 | 20 | -1 | 1 | -4 | -3 | 0 | 1 | 1 | i
CCOCCCN(CCC#N)S(=O)(=O)c1ccc(S(=O)(=O)N2CCCC2)cc1 | -3 | 7 | 5 | -8 | 2 | -8 | -1 | -17 | -2 | i
CCCCN1CC[C@H]2C=CC[C@@H](C(=O)NCCc3ccccc3)[C@H]2C1=O | x | 0 | 2 | -2 | 3 | -2 | 3 | -5 | 6 | i
COc1cccc(NC(=O)c2cccc(N3C(=O)C4C5C=CC(C5)C4C3=O)c2)c1 (stereo not given) | -4 | 14 | -3 | -1 | -1 | -1 | -3 | 7 | -4 | i
Cc1c(C(=O)NCCCN2CCOCC2)sc2nc(-c3ccc(F)cc3)cn12 | -3 | -11 | 1 | 0 | 0 | 8 | -12 | -7 | 2 | i
(more compounds)
SMILES | HSP90 inh | AI-2 QS mod | GSK3B inh | Platelet DG rel | HDAC3 inhib | Dyrk1A ADPGlo | HSF1 inh | HSF1 activator | GSK3A inh | PolyA inhibitor
O=C(Nc1ccccc1)C1=C(N2CCOCC2)/C(=C/c2cccnc2)CC1 | 0 | 26 | 0 | -4 | -1 | -4 | 16 | 18 | 4 | i
COc1ccc(OC)c(CCNC(=O)c2cccc(NC(=O)C3=C(C)OCCS3)c2)c1 | -6 | 4 | 3 | -4 | -3 | 8 | 2 | -2 | -1 | i
COCCn1c(C)cc(C(=O)CSc2nc(C)nc3sc4c(c23)CCC4)c1C | 0 | 7 | 0 | -2 | 1 | 7 | 6 | 13 | 1 | i
COCCn1c(N/N=C(C)/C=C/c2ccccc2)nc2c1c(=O)[nH]c(=O)n2C | 3 | -2 | 4 | 5 | 7 | x | 0 | 13 | -2 | i
O=C(C1CC(=O)N(c2ccc(Cl)cc2)C1)N1CCOCC1 (stereo not given) | 1 | 4 | 13 | 2 | 0 | 7 | -10 | -6 | 3 | i
CCc1ccccc1NC(=O)CSc1nnc(-c2cc(C)[nH]n2)n1N | -7 | 5 | 0 | -15 | -1 | -1 | -5 | -3 | -1 | i
COc1cccc(C(C(=O)NC(C)(C)C)N(C(=O)CCC(=O)Nc2cc(C)on2)C(C)(C)C)c1OC (stereo not given) | -1 | -1 | 3 | -8 | 7 | -3 | -3 | 8 | 3 | i
COc1ccc(C(=O)C[n+]2ccc(C)cc2)cc1 | -5 | 12 | 7 | -22 | -5 | -8 | 6 | 13 | -3 | i
COCCNC(=O)C(C)OC(=O)C1=Cc2ccccc2OC1 (stereo not given) | 1 | 6 | -1 | 0 | 4 | 9 | 4 | -12 | -3 | i
CC(=O)Oc1cccc(/C=C2\C=C(c3ccc(C)cc3)OC2=O)c1 | 5 | 22 | 1 | 7 | -6 | x | -1 | 18 | -9 | i
C#CCOc1ccc(/C=C2/C(=O)ON=C2C)cc1OCC | 1 | 26 | -2 | -4 | 3 | -2 | -1 | 16 | -2 | i

Arranged by length of the SMILES (smallest number first): some entries from above.
SMILES | HSP90 inh | AI-2 QS mod | GSK3B inh | Platelet DG rel | HDAC3 inhib | Dyrk1A ADPGlo | HSF1 inh | HSF1 activator | GSK3A inh | PolyA inhibitor
CC(=O)Nc1ccc(-c2nnn(CC(=O)c3ccc(F)cc3)n2)cc1Cl | -3 | 1 | -3 | -2 | 4 | 4 | 4 | -4 | 2 | i
COc1ccc(NC(=O)CN(C)C(C)C(=O)NC(=O)NC2CCCCC2)cc1 (stereo not given) | -1 | 44 | -2 | -24 | 4 | -1 | -9 | -8 | 2 | i
Cc1cc(C)nc(N/N=C/c2ccccc2OCc2ccc([N+](=O)[O-])cc2)n1 | -2 | 2 | -4 | 8 | 2 | -4 | 3 | 20 | -2 | i

Screening results from PubChem BioAssay.
